Screening results as filed in PubChem.
ELG1 genotoxic – qHTS screen for small molecules that induce genotoxicity in human embryonic kidney (HEK293T) cells expressing luciferase-tagged ELG1. 330,000 tested, 1.3% active. HEK293T ELG1-luciferase reporter, luminescence, 16 h. Potency, µM (series often up to 46 µM), for inactives: top-dose activity change, positive = activation, actives largely listed as activators; further: potency means the concentration at half of the fitted maximal effect; % of control where 0% means no effect; nearly all actives have a fitted effect of over 60% in size
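16 hr compound incubation (37 °C, 5% CO2) of HEK293T cells carrying luciferase-tagged ELG1; luciferase then measured by ONE-Glo luminescence after 30 min at RT.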
p53 reactivation – qHTS assay for re-activators of p53 using a Luc reporter. H1299 p53-A138V BP100-luciferase reporter, luminescence, 24 h. Potency, µM (highest dose often 92.2 µM), for inactives: at the highest dose activity change, positive = activation, usual class: activators. 320,000 tested, 0.063% active; further: potency means the concentration at half of the fitted maximal effect; % of control where 0% means no effect; nearly all actives have a fitted effect of over 45% in size
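p53-null H1299 cells stably carrying temperature-sensitive p53-A138V and a BP100-luciferase reporter were pinned with compounds (4-point, 1:5 series) and held 24 hrs at 37 deg C. Luminescence was read 10 min after detection reagent.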
Integrin act MD – qHTS for Activators of Integrin-Mediated Alleviation for Muscular Dystrophy; alpha7betagal myoblasts, beta-gal FDG fluorescence, 48 h; Potency, µM (doses to about 38.3 µM), inactives show top-dose activation, hits mostly activators; 350,000 tested, 0.064% active;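 further: potency means the concentration at half of the fitted maximal effect; 100% = response of the positive control SU9516; nearly all actives have a fitted effect of over 60% in size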
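alpha7betagal+/- myoblasts (passage 13, 250/well) treated 48 h at 37C with compounds at 1:260 dilution of DMSO stock. Lysed, then beta-galactosidase activity read as FDG fluorescence (ex 480/em 540) after 30 min, with pre-read for autofluorescence.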
uPA generation – qHTS for Inhibitors of Cell Surface uPA Generation; 330,000 tested, 0.31% active; Potency, µM (series often up to 38.3 µM), inactives show top-dose activity change, negative = inhibition, actives largely listed as inhibitors; cell surface uPA generation assay, qHTS; AID 540303, 2011; active means well fitted inhibition curve with a large enough effect; inconclusive means small, poorly fitted or top-dose-only effect; inactive means no such curve, though single readings can be large or run the other way; tested in mouse RAW 264.7 cells; further: potency means the concentration at half of the fitted maximal effect; on the % scale 0 is the no-effect control and ±100 the full control effect; nearly all actives have a fitted effect of over 55% in size
ASM inhibitor – Inhibitors of Secretory Acid Sphingomyelinase (S-ASM): qHTS. placental ASM, HMU-PC fluorogenic substrate, 60 min. Sphingomyelin phosphodiesterase (Homo sapiens), P17405. 340,000 tested, 0.006% active. Potency, µM (highest dose often 57.5 µM), inactives show at the highest dose activity change, negative = inhibition, actives largely listed as inhibitors. AID 504937, 2011; further: potency means the concentration at half of the fitted maximal effect
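Human placenta-derived ASM preincubated with compound 10 min at room temperature, then reacted with 9 uM (final) fluorogenic HMU-PC substrate for 60 min at 37 C. Stop solution raises pH to 10; fluorescence read at Ex 386/Em 447 nm.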
TRPV1 ag – HTS Assay for Compounds that Act as Agonists of the Vanilloid Receptor 1; Transient receptor potential cation channel subfamily V member 1 (Homo sapiens), Q8NER1; TRPV1-expressing cells, Fluo-8 calcium influx, agonist mode; activation, % at 8.33 µM; 320,000 tested, 0.19% active; AID 540275, 2011; in the data active means activation above about 80%; inconclusive means between about 30% and that limit; further: 0% is about no effect
Target sequence (Q8NER1 whole entry, looked up): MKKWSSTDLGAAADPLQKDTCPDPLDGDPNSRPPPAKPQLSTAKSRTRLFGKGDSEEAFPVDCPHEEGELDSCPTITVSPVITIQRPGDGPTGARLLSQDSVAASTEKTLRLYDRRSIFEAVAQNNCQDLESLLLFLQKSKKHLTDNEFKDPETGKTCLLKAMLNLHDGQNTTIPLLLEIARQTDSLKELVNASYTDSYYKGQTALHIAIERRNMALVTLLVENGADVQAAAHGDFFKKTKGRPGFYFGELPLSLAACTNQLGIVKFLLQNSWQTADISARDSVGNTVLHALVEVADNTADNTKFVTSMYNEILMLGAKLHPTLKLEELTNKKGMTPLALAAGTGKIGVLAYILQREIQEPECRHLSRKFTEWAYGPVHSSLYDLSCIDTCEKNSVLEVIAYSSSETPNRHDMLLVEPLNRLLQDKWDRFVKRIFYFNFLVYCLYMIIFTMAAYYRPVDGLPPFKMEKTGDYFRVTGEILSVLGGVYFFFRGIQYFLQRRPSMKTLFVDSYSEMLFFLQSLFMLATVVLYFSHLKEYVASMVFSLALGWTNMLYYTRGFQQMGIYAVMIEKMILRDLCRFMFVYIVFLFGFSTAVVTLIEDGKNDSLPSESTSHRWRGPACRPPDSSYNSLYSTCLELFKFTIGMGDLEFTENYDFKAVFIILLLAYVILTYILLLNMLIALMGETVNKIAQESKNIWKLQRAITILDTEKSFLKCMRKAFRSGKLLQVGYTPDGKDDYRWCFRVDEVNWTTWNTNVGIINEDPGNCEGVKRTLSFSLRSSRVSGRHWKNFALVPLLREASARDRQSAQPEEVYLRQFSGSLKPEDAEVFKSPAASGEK
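Cells expressing TRPV1 were dye-loaded with Fluo-8 and read kinetically: 10 s baseline, 3 min after compound (agonist portion), then 2 min after EC20 capsaicin (allosteric enhancer portion). Calcium-bound dye fluorescence at 480/520 nm.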
BRCA1 expr act – qHTS Assay to Identify Small Molecule Activators of BRCA1 Expression; MCF7-BRCA1-FFLuc reporter, luminescence, 48 h; response scale: scaled: vehicle 0%, 10 µM genistein 100%; Potency, µM (titrated, usually from 46.1 µM), for inactives: at the top dose activation, actives largely listed as activators; 380,000 tested, 1.1% active; AID 624202, 2012; further: potency means the concentration at half of the fitted maximal effect; nearly all actives have a fitted effect of over 80% in size; some results filed as inactive show a strong effect at the top dose
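MCF7-BRCA1-FFLuc cells, 2000/well in phenol-red-free MEM, attached 2 h then treated 48 h at 37 C. Luciferase luminescence read 15 min after reagent; normalized to genistein maximum activation (10microM) and DMSO, concentration-response fitted.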
Eya2 phos inh – qHTS Assay for Inhibitors of the Phosphatase Activity of Eya2; 330,000 tested, 0.006% active; Potency, µM (doses to about 76.9 µM), inactives show at the top dose activity, negative = inhibition, hits mostly inhibitors; AID 488837, 2010; recombinant Eya2, OMFP fluorescence dephosphorylation (OMFP is methylfluorescein phosphate); further: potency means the concentration at half of the fitted maximal effect; on the % scale 0 is the no-effect control and ±100 the full control effect
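Eya2 (0.2 uM) preincubated 10 min at ambient with compound, then OMFP substrate added at 50 uM; 10 min reaction in 50 mM HEPES pH 7.5, 50 mM NaCl, 5 uM MgCl2, 0.05% BSA, 1 mM DTT. Fluorescence read at Ex 485/Em 525 nm.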
USP2a block – qHTS Assay for Inhibitors of Ubiquitin-specific Protease USP2a Using CHOP2 as the Reporter. 330,000 tested, 0.01% active. AID 463254, 2010. USP2 core, Ub-CHOP2 coupled fluorogenic reporter, 485/531. Potency, µM (highest dose often 38.3 µM), for inactives: at the highest dose activity change, negative = inhibition, hits mostly inhibitors;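 further: potency means the concentration at half of the fitted maximal effect; plate controls were DMSO wells for no effect and full inhibition by NEM control for full effect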
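USP2 core (10nM final) preincubated 30min RT with compound in 20mM Tris-HCl pH 8.0, 2mM CaCl2, 2mM beta-mercaptoethanol, 0.05% CHAPS; 25nM Ub-CHOP2 plus 25nM reporter substrate added, fluorescence (Ex485/Em531) read after 60min.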
B2AR arrestin – qHTS assay of beta-arrestin-biased ligands of beta2-adrenergic receptor. Potency, µM (series often up to 46.1 µM), for the others: at the highest dose activation, actives largely listed as activators. beta-arrestin recruitment to beta2AR, cell-based reporter. 330,000 tested, 0.02% active. Beta-2 adrenergic receptor (Homo sapiens), P07550;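 further: potency means the concentration at half of the fitted maximal effect; 0% = DMSO controls and full agonism = EC100 isoproterenol or metaproterenol; nearly all actives have a fitted effect of over 65% in size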
PTAP TSG101 blk – qHTS Assay for Iinhibitors of HIV-1 Budding by Blocking the Interaction of PTAP/TSG101; Potency, µM (highest dose often 115 µM), for inactives: top-dose activity change, negative = inhibition, most hits filed as inhibitors; Fluorescence polarization, FITC-PTAP peptide / Tsg101 binding; AID 493005, 2010; 340,000 tested, under 10 active; active means well fitted inhibition curve with a large enough effect in the main read-out, with a control signal flat, not every such curve was filed as active; inconclusive means small, poorly fitted or top-dose-only effect, or effect the other way, or a change in a side signal; inactive means no such curve, though single readings can be large or run the other way; further: potency means the concentration at half of the fitted maximal effect; % of control where 0% means no effect
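Steps: Tsg101 binding domain dispensed (10 uM final), compounds pinned in DMSO, FITC-labeled PTAP-motif peptide added (50 nM final); after 20 min binding at room temperature, polarization measured.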
Starred values were filed as active, the others as inactive; ? = inconclusive; . = not tested or not shown; [ ] = dose if it differs, or a comment. Unless noted, the call rests on the fitted dose curve; in most records, active means well fitted curve in the direction sought with a large enough effect; inconclusive means small, poorly fitted or top-dose-only effect, or another doubt; inactive means no such curve, though single readings can be large; an effect the other way counts as inactive or inconclusive. No enrichment for hits; 2.6% or so of the library scored in one or more.

molecule	TRPV1 ag	USP2a block	ASM inhibitor	Eya2 phos inh	p53 reactivation	ELG1 genotoxic	B2AR arrestin	Integrin act MD	BRCA1 expr act	uPA generation	PTAP TSG101 blk
COc1ccc(C2=CCN3CCCCC3C2)c(-c2ccc(OC)c(OC)c2)c1 (stereo unspecified)	.	16%	10%	-15%	-3%	1%	0.2%	-13%	0%	-9%	2%
CCOC(=O)Cc1csc(SCC(=O)/C(C#N)=C(\C)N)n1	10	-7%	0%	6%	-1%	-6%	0.2%	4%	-8%	-2%	-4%
CC(C)(C)c1nc(NCCO)c2nnn(Cc3ccccc3)c2n1	23	1%	-2%	-6%	.	3%	0.0%	-17%	6%	-1%	0%
COc1ccccc1Oc1ccc2c(c1)C(=O)N(c1ccc(C)cc1)C2=O	0	7%	2%	7%	12%	-1%	-0.4%	4%	35%	6%	-4%
CN(CC(=O)Nc1ccccc1Cl)C(=O)COC(=O)c1cnccn1	2	1%	0%	0%	22%	-1%	0.0%	31%	0%	5%	-1%
N=C1C(c2ccccc2)=C(O)CN1c1cccc2ccccc12	2	7%	3%	-9%	14%	-3%	0.1%	-21%	-11%	-1%	-2%
CCN(CC)S(=O)(=O)c1ccc(N2CCOCC2)c(NC(=O)CCOc2ccccc2)c1	-5	5%	-1%	-4%	1%	-4%	-0.8%	22%	-5%	0%	-7%
O=C(O)CNC(=S)N(Cc1ccccc1F)C1CCCCC1	0	-1%	5%	13%	1%	-1%	-0.5%	-30%	4%	6%	-5%
CCC1CCCCN1C(=O)CSc1nc(N)cc(=O)[nH]1 (stereo unspecified)	-1	0%	6%	-2%	1%	1%	0.0%	31%	1%	3%	1%
Cc1cccc(NC(=O)c2ccc(Cl)c(S(=O)(=O)N3CCCCC3)c2)n1	?	0%	-3%	-3%	10%	-5%	-0.5%	19%	-19%	-1%	-1%
Cc1ccc(NC(=O)C2CCN(c3ncnc4c3nc3n4CCCCC3)CC2)nc1	1	2%	15%	-22%	8%	-3%	0.5%	-29%	-9%	-21%	2%
O=C(/C=C/c1ccccc1)Nc1ncn[nH]1	-2	1%	5%	9%	-33%[inhibitor]	?	6.9%	-45%[inhibitor]	-81%[inhibitor]	.	-10%
N#C/C(=C\c1cccs1)C(=O)NCc1ccccc1	13	0%	1%	1%	?	6%	-0.9%	-4%	-10%	5%	-3%
Cc1ccc2[nH]c(=O)c(Cc3ccccc3)c(O)c2c1	2	9%	1%	10%	0%	0%	0.2%	8%	12%	1%	-6%
Cc1ccc(C(=O)/C=C\C(=O)c2ccc(C)cc2)cc1	15	2%	2%	-3%	-31%[inhibitor]	?	5.1%	12%	0%	0%	3%
O=C(COC(=O)c1cccnc1Nc1ccccc1F)NCCN1C(=O)CSC1=O	1	-1%	0%	-10%	1%	5%	0.3%	-8%	-3%	4%	2%
COc1nc(NC23CC4CC(CC(C4)C2)C3)nc(OC)n1	3	-7%	-4%	-8%	-4%	0%	0.4%	6%	8%	-18%	-3%
Cn1c(SCC(=O)NCC2CCCO2)nnc1-c1ccc(Cl)cc1 (stereo unspecified)	0	4%	2%	7%	2%	-1%	-0.2%	-18%	-7%	24%	-3%
O=C(Cc1ccccc1F)OCN1C(=O)c2ccccc2C1=O	16	3%	-2%	2%	15%	2%	0.1%	-31%	-15%	-15%	-6%
O=C(NCCCN1CCCC1)c1ccc(CS(=O)(=O)c2ccc(Cl)cc2)o1	0	-1%	-6%	3%	11%	-1%	0.2%	?	4%	?	2%
Cc1cccc2sc(NNC(=O)c3ccc(S(=O)(=O)N4CCCC(C)C4)cc3)nc12 (stereo unspecified)	15	-15%	-17%	-6%	?	-4%	-0.5%	-56%[inhibitor]	-82%	8.9µM*	-2%
CC(C)n1c(O)c(N=Nc2ccccn2)c2ccccc21	3	5%	0%	2%	-1%	-1%	-1.3%	3%	-52%	4%	-5%
O=C(CCn1nnc2ccccc21)Nc1nnc(-c2ccccc2F)s1	1	0%	-3%	-2%	1%	4%	0.2%	32%[7.66 µM]	14%	-2%	0%
COc1cccc(CNC(=O)c2nnn(CC(=O)Nc3ccc(C)c(C)c3)c2N)c1	-3	5%	-1%	-1%	4%	11%	0.0%	9%	0%	3%	-1%
COC(=O)Cc1n[nH]c(=S)[nH]c1=O	-2	-2%	1%	-1%	7%	-2%	-0.2%	-4%	10%	5%	-2%
COc1cccc(C2N(Cc3ccccc3)C(=O)C2(F)F)c1OC (stereo unspecified)	9	2%	0%	8%	-3%	-13%	-0.3%	-23%	29%	-2%	-3%
CNC(=O)c1c(NC(=O)C2=COCCO2)sc2c1CCCC2	9	1%	-1%	-1%	-3%	17%	-0.7%	-47%[inhibitor]	3%	-5%	-2%
CCOC(=O)c1ccc(NC(=O)CC2C(=O)N(c3ccccc3)C(=O)N2CCCOC)cc1 (stereo unspecified)	2	4%	-1%	-33%	-1%	2%	-0.2%	-15%	-13%	.	-1%
Cc1ccc2c(c1)CCCN2C(=O)CCc1nc2ccccc2c(=O)[nH]1	-1	-2%	-8%	3%	1%	-1%	0.3%	-29%	-79%	-4%	-2%
COC(=O)c1cccc(N/C=C(\[N+](=O)[O-])S(=O)(=O)c2ccccc2)c1	0	0%	3%	7%	-2%	1%	-0.5%	12%	-7%	-6%	1%
Cc1ccc(Cn2c(NS(=O)(=O)c3ccccc3)nc3ccccc32)cc1	-2	0%	-5%	-7%	-4%	-3%	0.2%	40%	-21%	2%	-1%
O=S(=O)(c1cccc(NC(=S)N2CCN(c3ccccc3F)CC2)c1)C(F)F	21	1%	-5%	-4%	1%	-4%	0.4%	18%	-1%	?	-3%
COc1cc(C(=O)Oc2cc(N)n(S(=O)(=O)c3ccc(F)cc3)n2)cc(OC)c1OC	3	-2%	-1%	12%	10%	8%	-0.5%	?	-1%	-12%	-12%
O=C1NCCOC(=O)[C@@H](Cc2ccc(F)cc2)CC/C=C/C[C@H]1CC(=O)N(CCO)Cc1ccccc1	.	-5%	0%	-8%	6%	-6%	-1.5%	2%	-2%	3%	-7%
CCCc1ccc(S(=O)(=O)N2CCN(Cc3ccco3)CC2)cc1	?	1%	-2%	-2%	.	-1%	-0.2%	-16%	-2%	7%	.
COc1ccc(-c2noc(CCC(=O)N3CCN(c4ccccc4F)CC3)n2)cc1	.	3%	11%	3%	1%	-1%	-1.1%	22%	49%	4%	3%
COc1ccc(NC(=O)C(CCS(C)(=O)=O)NC(C)=O)cc1 (stereo unspecified)	4	3%	1%	-8%	0%	0%	0.7%	16%	13%	1%	-5%
O=C(O)COc1ccccc1/C=N/NC(=O)Cc1csc(Nc2cccc(C(F)(F)F)c2)n1	1	0%	-2%	-5%	2%	0%	0.0%	16%	-21%	1%	1%
CSc1ncccc1C(=O)Nc1cccc(S(=O)(=O)N2CCOCC2)c1	.	2%	0%	0%	-2%	0%	-0.6%	?	-21%	3%	-9%
Cc1ccc(NC(=O)CN(C)CC(=O)Nc2ccc(N3CCOCC3)cc2)c(C)c1	10	2%	-1%	-3%	5%	-2%	0.1%	0%	-7%	-9%	-3%
